# D2 agonist – agonists of human D2 dopamine receptor. P14416. activation, % at 2 µM. 0.53% of 340,000 active. AID 485358. HEK293 T-REx D2 cells, calcium flux agonist mode;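 active means activation over 3 SD above normal in the single-dose calcium agonist read, cut at about 30% in these data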; further: 0% is about no effect
#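 Tetracycline-induced HEK293 Trex cells with D2 receptor force-coupled to calcium signaling, plated overnight at 30 C and loaded with no-wash calcium dye. Calcium flux read kinetically for 180 s after compound addition; responses flag agonists.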
# GRP78 ERSR act – ER stress response induction in glioma; U87-MG GRP78 promoter luciferase reporter, 16 h; 0.02% of 420,000 active; AID 602332; Potency, µM, for the others: top-dose activation, usual class: activators; further: potency means the concentration at half of the fitted maximal effect; series mostly up to about 76 µM; % of control where 0% means no effect; nearly all actives have a fitted effect of over 35% in size
#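 Stably transfected U87-MG glioma cells carrying a GRP78-based luciferase sensor; 16 h compound incubation. Luminescence end-point read 10 min after Bright-Glo addition at room temperature.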
# ALOX12 inh – inhibitors of human 12S-lipoxygenase ALOX12; Potency, µM (doses to about 108 µM), for inactives: at the top dose activity change, negative = inhibition, actives largely listed as inhibitors; 1.1% of 580,000 active; P18054; AID 1671190; purified 12hLO, xylenol orange hydroperoxide absorbance; further: potency means the concentration at half of the fitted maximal effect; on the % scale 0 is the no-effect control and ±100 the full control effect
#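 Purified human 12hLO at 150 nM in 25 mM Hepes, 0.01% Triton X-100, pH 7.0, preincubated 15 min at room temperature with compound. Reaction started with 40 uM arachidonic acid, 30 min at room temperature. Hydroperoxide measured by Fe-xylenol orange, 573/405 nm absorbance ratio.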
# ERG Ets-DNA blk – ERG Ets/DNA interaction inhibition; Potency, µM (doses to about 76.9 µM), for inactives: at the highest dose FP activity, negative = inhibition, most hits filed as inhibitors; 0.028% of 370,000 active; P11308; fluorescence polarization, His-ERG Ets domain / labelled DNA; active means well fitted inhibition curve with a large enough effect in the polarisation, with a control signal flat; inconclusive means small, poorly fitted or top-dose-only effect, or effect the other way, or a change in a side signal; inactive means no such curve, though single readings can be large or run the other way; the % refers to the polarisation;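 further: polarization taken with two DNA probes labelled with fluorescein and Texas red; potency means the concentration at half of the fitted maximal effect; % of control where 0% means no effect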
# Target sequence (P11308 whole entry, looked up, the tested form may be a part): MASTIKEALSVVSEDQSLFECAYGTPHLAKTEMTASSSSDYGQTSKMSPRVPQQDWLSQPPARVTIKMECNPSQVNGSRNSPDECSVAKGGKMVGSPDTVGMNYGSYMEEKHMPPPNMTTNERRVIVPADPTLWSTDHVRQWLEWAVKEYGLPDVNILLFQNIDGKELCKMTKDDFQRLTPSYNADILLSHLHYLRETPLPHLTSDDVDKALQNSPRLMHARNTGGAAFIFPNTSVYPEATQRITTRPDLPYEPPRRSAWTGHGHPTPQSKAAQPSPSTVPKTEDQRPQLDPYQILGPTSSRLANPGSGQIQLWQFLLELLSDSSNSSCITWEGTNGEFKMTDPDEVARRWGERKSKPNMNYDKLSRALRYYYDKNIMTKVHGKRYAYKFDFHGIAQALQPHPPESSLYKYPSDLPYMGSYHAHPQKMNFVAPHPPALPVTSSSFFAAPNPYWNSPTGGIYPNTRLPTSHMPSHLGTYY
#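 His-tagged ERG Ets domain (1 uM in the protein solution; 300mM KCl, 50mM Tris-HCl, 1mM EDTA, 1mM DTT, pH 7.5) received compound, then a probe mix of 5 nM fluorescein-DNA and 100nM Texas-615-DNA. Fluorescence polarization was read for both dyes.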
# Vif-APOBEC3F blk – blocks the Vif interaction with APOBEC3F; HeLa A3F-eYFP + Vif (tagged APOBEC3F with the HIV-1 protein that degrades it), YFP fluorescence increase; Potency, µM (titrated, usually from 46.1 µM), inactives show top-dose activity, negative = active; 0.2% of 390,000 active; AID 602313; further: potency means the concentration at half of the fitted maximal effect; % of control where 0% means no effect; nearly all actives have a fitted effect of over 65% in size
#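 HeLa cells stably expressing Vif plus C-terminally eYFP-tagged A3F were seeded, incubated overnight at 37 deg C, dosed with compound, incubated overnight again at 37 deg C. Yellow fluorescence (Ex 488/Em 500-530) reported blocked Vif-mediated A3F-eYFP degradation.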
# RGS4 inhibitor – blocks human RGS4-accelerated GTP hydrolysis | P49798 | Transcreener GDP fluorescence polarization, RGS4-accelerated GTP hydrolysis | Potency, µM (titrated, usually from 114 µM), for inactives: at the top dose activity change, negative = inhibition, hits mostly inhibitors | 0.039% of 390,000 active | AID 504845; further: potency means the concentration at half of the fitted maximal effect; on the % scale 0 is the no-effect control and ±100 the full control effect; nearly all actives have a fitted effect of over 75% in size; some results filed as inactive show a strong effect at the top dose
# Target sequence (P49798 whole entry, looked up): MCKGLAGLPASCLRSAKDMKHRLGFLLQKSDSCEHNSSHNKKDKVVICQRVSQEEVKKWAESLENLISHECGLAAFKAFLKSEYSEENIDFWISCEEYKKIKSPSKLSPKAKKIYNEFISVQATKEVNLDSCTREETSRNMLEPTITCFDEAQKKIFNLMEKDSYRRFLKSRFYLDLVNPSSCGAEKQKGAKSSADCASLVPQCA
#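 MLSMR compounds (23 nl, pin-transferred) preincubated 10 min at room temperature with a 500nM (2x) first reagent, then RGS4 at 900nM (2x) plus Transcreener GDP mix added; fluorescence polarization (620/688 nm) read before and after 90 min at 30 °C.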
# D2 antag – antagonizes the human D2 dopamine receptor; inhibition, % at 10 µM; 2% of 340,000 active; AID 485344; HEK293 TREx D2 cells, calcium flux, dopamine EC80; P14416; in the data active means inhibition above about 30%; further: 0% is about no effect
#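 Compounds are added to dye-loaded, induced HEK293 T-REx cells coupled to calcium release via D2; after a 3 min kinetic read an EC80 dopamine stimulus is given and fluorescence is recorded for 3 more min.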
# Vif-A3G inh – inhibitors of Vif-APOBEC3G interaction; Q9HC16; AID 602310; HeLa A3G-eYFP + Vif (tagged APOBEC3G with the HIV-1 protein that degrades it), YFP fluorescence, overnight; 0.076% of 410,000 active; Potency, µM (top dose mostly 46.1 µM), for the others: at the highest dose activity, negative = active, hits mostly inhibitors;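 further: potency means the concentration at half of the fitted maximal effect; on the % scale 0 is the no-effect control and ±100 the full control effect; nearly all actives have a fitted effect of over 60% in size; hits raise eYFP signal because A3G escapes Vif-driven loss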
# Target sequence (Q9HC16 whole entry, looked up): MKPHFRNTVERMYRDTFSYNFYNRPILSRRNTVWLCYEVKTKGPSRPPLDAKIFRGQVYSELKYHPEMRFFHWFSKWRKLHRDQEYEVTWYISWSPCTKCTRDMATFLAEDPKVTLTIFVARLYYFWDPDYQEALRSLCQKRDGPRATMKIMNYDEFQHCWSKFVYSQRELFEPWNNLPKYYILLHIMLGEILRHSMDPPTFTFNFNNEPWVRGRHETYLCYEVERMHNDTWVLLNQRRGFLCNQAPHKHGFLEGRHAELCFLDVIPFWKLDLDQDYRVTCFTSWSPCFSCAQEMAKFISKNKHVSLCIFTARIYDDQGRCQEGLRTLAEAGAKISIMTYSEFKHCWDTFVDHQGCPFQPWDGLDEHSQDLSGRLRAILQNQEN
#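 Read-out is eYFP fluorescence (Ex 488/Em 500-530) from Vif-expressing HeLa A3G-eYFP cells; more signal means A3G escaped Vif-mediated degradation. Cells plated overnight, compound pinned in, incubated overnight at 37 deg C.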
# LDHA block – LDHA (human) enzyme inhibition | purified LDHA, NADH/diaphorase-resazurin fluorescence; stronger effect = lower value | activity change, % (values are at about 110 or 230 µM) | 0.15% of 480,000 active; in the data active means activity change below about -30%; inconclusive means mostly about -25% to -30%;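 further: plate controls were DMSO wells for no effect and wells without enzyme for full effect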
#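 Resorufin fluorescence (ex540/em590), read at 0 and 20 min after diaphorase/resazurin addition, reports the NADH left after a 5 min room-temperature reaction of 2 nM human LDH5 with 0.06 mM NADH and 0.2 mM pyruvate.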
# The depositor's hits bear a star; u = inconclusive; x = not tested or not shown; & = joins results of further samples; [ ] = remark or other dose. Unless noted, the call rests on the fitted dose curve; in most records, active means well fitted curve in the direction sought with a large enough effect; inconclusive means small, poorly fitted or top-dose-only effect, or another doubt; inactive means no such curve, though single readings can be large; an effect the other way counts as inactive or inconclusive. Not all compounds are listed. The share of hits here may be higher or lower than overall.
SMILES,D2 agonist,GRP78 ERSR act,ALOX12 inh,ERG Ets-DNA blk,Vif-APOBEC3F blk,RGS4 inhibitor,D2 antag,Vif-A3G inh,LDHA block
CCOc1ccc(NC(=O)c2oc3ccccc3c2NC(=O)c2c(F)cccc2F)cc1,-0.9,-3%,-2%,8%,-12%,-6%,x,6%,3
COc1ccc(NC(=O)CSc2nnc(Cc3cccn3C)n2-c2ccc(F)cc2)cc1OC,-1.5,-4%,-16%,8%,2%,-4%,15,1%,-6&-1
C(=N\n1cnnc1)/c1ccc(-c2ccccc2)cc1,-1.6,1%,6%,3%,x,-3%,-3,u,-3
CCOc1cc(CN2CCC(n3nccc3NC(=O)C3CC3)CC2)ccc1O,0.1,-3%,-11%,1%,11%,3%,-31,1%,3
CCc1nnc(NC(=O)C2CC(=O)N(C3CCCC3)C2)s1 (stereo not given),0.5,-3%,-9%,18%,7%,-10%,5,0%,-7
COc1ccc(CC(=O)Nc2cccc(C(=O)NN3C(=O)c4ccccc4C3=O)c2C)cc1,-0.5,-2%,7%,2%,4%,21%,9,-1%,-2
CCOC(=O)c1c(NC(=O)COc2ccc(F)cc2)sc2c1CCC(C)C2 (stereo not given),1.6,-2%,-21%,2%,1%,u,x,1%,-2
CCOC(=O)N1CCN(C(=O)CN(c2ccc(OC)c(OC)c2)S(C)(=O)=O)CC1,-0.3,-4%,-21%,-7%,-1%,14%,-1,0%,-3
O=C(NCC1CCCO1)c1cccnc1Nc1ccccc1F (stereo not given),0.4,-3%,7%,-1%,0%,-2%,4,1%,-1
Cc1noc(C)c1COc1ccc(C(=O)OCC(=O)Nc2ccc(S(N)(=O)=O)cc2)cc1,0.8,-3%,165%[activator],0%,4%,-8%,-15,-1%,-4
CCOc1ccc(NC(=O)Cn2cc(C(=O)c3ccc(C)cc3)c(=O)c3cc4c(cc32)OCCO4)cc1,-0.5,-3%,-21%,1%,-7%,8%,x,4%,2
O=S(=O)(c1cccc2ccccc12)N1CCSC1,-1.6,-2%,2%,8%,3%,18%,3,-4%,-10
COC(=O)c1c(NC(=O)COC(=O)[C@@H](NS(=O)(=O)c2ccccc2)C(C)C)sc2c1CCC2,0.4,-1%,5%,-1%,-1%,-37%,15,-1%,4
Cc1ccc(C23CC4CC(CC(C(N)=O)(C4)C2)C3)cc1,0.2,-2%,29%,0%,8%,11%,-7,-2%,-5
CCOc1ccc(S(=O)(=O)NC(C)(C)C)cc1-c1nc2c(C(C)(C)C)nn(C)c2c(=O)[nH]1,0.3,-3%,-8%,x,-1%,-12%,19,-7%,-1
Cc1ccc(C)c(Cn2c3ccccc3c3cnn(CC(=O)NC(C)c4ccccc4)c(=O)c32)c1 (stereo not given),-1.2,-5%,u,2%,-6%,23%,x,-1%,-13
COc1ccccc1NS(=O)(=O)c1cccc(C(=O)N(C)Cc2cccs2)c1,0.3,-3%,1%,-10%,-3%,14%,9,-1%,-2
Cn1c2ccccc2c(=O)c2c(=O)n(Cc3ccco3)c(-c3ccc(F)cc3)nc21,-1.3,-7%,7%,-1%,5%,u,-7,-8%,-1
Cc1nn(C)c(C(=O)Nc2ccc(S(=O)(=O)NC34CC5CC(CC(C5)C3)C4)cc2)c1Br,0.6,-7%,x,-1%,3%,-12%,2,2%,-2
Cc1ccn2c(NC3CCCC3)c(-c3ccsc3)nc2c1,0.1,0%,-6%,-8%,2%,-15%,1,-1%,-7
O=[N+]([O-])c1ccc2c(c1)c1ccccc1n2CCO,-0.2,-2%,137%[activator],4%,8%,-25%,-2,-8%,-1
O=C(Cn1cc(COc2c(Br)cc(F)cc2Br)nn1)c1ccc(O)cc1,x,-1%,-20%,0%,2%,-26%,x,0%,4
Cc1noc(C)c1NC(=O)N(C)C[C@H]1Oc2c(cccc2N(C)C)C(=O)N([C@H](C)CO)C[C@@H]1C,x,-4%,-10%,2%,10%,10%,x,2%,-4
CCOc1ccc(OCC)c(NS(=O)(=O)c2cc(-c3onc(C)c3C)ccc2OC)c1,-0.2,-4%,-1%,2%,-3%,-4%,x,-5%,-2
COC(=O)c1cnc(N2CCCN(S(=O)(=O)c3ccc(C(F)(F)F)cc3)CC2)nc1C(F)(F)F,0.4,-2%,12%,-6%,-6%,-16%,-6,1%,-2

# 3 structures out of the list, sorted by molar mass, smallest number first:
SMILES,D2 agonist,GRP78 ERSR act,ALOX12 inh,ERG Ets-DNA blk,Vif-APOBEC3F blk,RGS4 inhibitor,D2 antag,Vif-A3G inh,LDHA block
Cc1ccc(C23CC4CC(CC(C(N)=O)(C4)C2)C3)cc1,0.2,-2%,29%,0%,8%,11%,-7,-2%,-5
CCc1nnc(NC(=O)C2CC(=O)N(C3CCCC3)C2)s1 (stereo not given),0.5,-3%,-9%,18%,7%,-10%,5,0%,-7
Cc1noc(C)c1COc1ccc(C(=O)OCC(=O)Nc2ccc(S(N)(=O)=O)cc2)cc1,0.8,-3%,165%[activator],0%,4%,-8%,-15,-1%,-4

# (further entries)
SMILES,D2 agonist,GRP78 ERSR act,ALOX12 inh,ERG Ets-DNA blk,Vif-APOBEC3F blk,RGS4 inhibitor,D2 antag,Vif-A3G inh,LDHA block
COc1cc2ccccc2cc1C(=O)Nc1cccc(-c2nc3cc(C)c(C)cc3o2)c1C,5.2,-2%,-18%,-9%,1%,-16%,x,-2%,-4
COC(=O)C(NC(=O)CNS(=O)(=O)c1ccc(Br)cc1)c1ccccc1 (stereo not given),2.5,-1%,u,-12%,3%,u,8,-8%,-4
CCOC(=O)c1cc(=O)c2c([N+](=O)[O-])ccc(OC)c2o1,-2.5,-2%,-16%,-9%,-1%,-16%,-7,1%,-2
COc1ccc(C(=O)NNC(=O)CSc2nnc(-c3ccc(O)cc3)n2C)cc1,3.6,-2%,14%,1%,-17%,-23%,-4,-1%,-2
CC(OC(=O)c1cc(=O)[nH]c2ccccc12)C(=O)NC1CCCCC1C (stereo not given),1.8,-3%,3%,1%,4%,10%,-18,-4%,-6
Nn1c(SCc2ccccc2)nc2ccccc21,-1.4,2%,-5%,-2%,-17%,-4%,17,-4%,-3
CC(=O)NC1c2ccccc2C(=O)N1Cc1ccccc1 (stereo not given),0.2,-3%,4%,0%,5%,9%,7,0%,-6
O=c1cc(O)c2sc3nc4c(c(C(F)(F)F)c3c2[nH]1)CCCCC4,0.8,-3%,-3%,-6%,9%,-14%,-5,-3%,2
Cc1ccc(CNC(=O)C(N=C2NS(=O)(=O)c3ccccc32)C(C)C)cc1 (stereo not given),-1.6,0%,-24%,2%,1%,18%,4,1%,-2
Cc1cccc(S(=O)(=O)c2c(N)n(/N=C/c3cccnc3)c3nc4ccccc4nc23)c1,-3.1,-4%,2%,x,3%,-6%,-10,-6%,-3
CCCC(=O)Nc1nnc(S(=O)(=O)N(C)Cc2ccco2)s1,0.2,-4%,x,2%,-16%,u,14,-5%,-3
COC(=O)C1=C(C)Nc2ncnn2C1c1ccc(C)o1 (stereo not given),-1.4,-3%,460%[activator],-3%,1%,-19%,8,4%,-2
Cc1ccc(CNC(=O)CCc2nnc3ccc(N4CCC5(CC4)OCCO5)nn23)cc1,0.1,-3%,2%,17%,-13%,-1%,0,-1%,-4
COc1ccc(NC(=S)N2CCCC(c3nc4ccc(C)cc4[nH]3)C2)cc1 (stereo not given),-1.1,-2%,196%[activator],-5%,7%,25%[56.9 µM],-7,-1%,-17
CCOC(=O)c1c(NCC2CCCO2)c2ccccc2[nH]c1=O (stereo not given),0.1,-5%,0%,-14%,-7%,-1%,10,2%,-4
Cc1cccc(NC(=O)N(C)Cc2cccs2)c1,-0.3,0%,-21%,0%,-4%,44%,16,2%,-2
O=C(NC(c1ccccc1)c1ccccc1)c1ccc(CO)cc1,0.3,-3%,3%,-7%,7%,-16%,-6,-2%,-9
CCC(=O)N1CCc2cc(S(=O)(=O)N3CCN(c4cc(C)ccc4C)CC3)ccc21,0.4,-5%,x,8%,0%,10%,-5,0%,0
O=C(CCNC(=O)N1CCn2c1nc1ccccc12)NCc1ccc(F)cc1,-0.8,-2%,7%,-5%,6%,14%,3,2%,-16
Cc1ccccc1CN1CCNC(=O)C1CC(=O)O (stereo not given),-0.7,-4%,-20%,2%,-8%,0%,-14,0%,1
CCn1ccc2cc(S(=O)(=O)N3CCC(C(=O)NCCOC)CC3)ccc21,0.5,-3%,-30%,0%,0%,-4%,x,-2%,2
Cc1cccc(NC(=O)c2ncn3c2C(=O)N(C)CC3)c1,x,2%,7%,x,1%,x,x,1%,-14
O=C(CSc1ccccn1)Nc1ccc(NC(=O)CSc2ccccn2)cc1,-1.4,-5%,-1%,8%,-7%,18%,-3,-6%,8
C/C(=N\S(=O)(=O)c1ccc(C)cc1)N(C)C,0.2,-3%,28%,-2%,4%,7%,-19,-3%,-11
CCc1ccccc1N1C(=O)N(Cc2ccccc2C)c2ccccc2S1(=O)=O,-0.3,-2%,-5%,0%,-7%,-7%,x,0%,-4
CC(C)(C)OC(=O)n1cc(C(=O)c2ccccc2O)cn1,-0.5,6%,3%,26%,-6%,-3%,-8,-1%,0
O=c1c2ccccc2ncn1-c1ccc(Cl)cc1[N+](=O)[O-],-1.9,-4%,0%,-4%,-2%,5%,10,2%,3
COCC(C)NC(=O)COCc1cc(-c2ccc3c(c2)OCO3)on1 (stereo not given),0.7,2%,-5%&8%,14%,1%,-4%,7,-8%,-1&0

# Screening data as filed in PubChem.
